# NPY2 pot ag = potentiators or agonists of human neuropeptide Y receptor Y2. P49146. 220,000 compounds, 0.45% hits. AID 1359. cells expressing NPY-Y2, potentiator/agonist read-out. activation, % at 3.6 µM; in the data active = activation above about 27%;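 also: cells stimulated with NPY near EC25 plus isoproterenol at EC100; 0% = vehicle plus submaximal agonist and 100% = vehicle plus saturating agonist; some results beyond the cut were filed as inactive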
# NPY-Y1 PAM-ag = potentiators or agonists of human neuropeptide Y receptor Y1. 220,000 compounds, 0.37% hits. activation, % at 3.6 µM. NPY-Y1 expressing cells, potentiator/agonist activation. P25929. AID 1304; in the data active = activation above about 33%, passing the limit was not always enough;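 also: cells stimulated with NPY at EC10 then isoproterenol at EC100; 0% = low agonist plus stimulus and 100% = saturating agonist plus stimulus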
# Target sequence (P25929 whole entry, looked up): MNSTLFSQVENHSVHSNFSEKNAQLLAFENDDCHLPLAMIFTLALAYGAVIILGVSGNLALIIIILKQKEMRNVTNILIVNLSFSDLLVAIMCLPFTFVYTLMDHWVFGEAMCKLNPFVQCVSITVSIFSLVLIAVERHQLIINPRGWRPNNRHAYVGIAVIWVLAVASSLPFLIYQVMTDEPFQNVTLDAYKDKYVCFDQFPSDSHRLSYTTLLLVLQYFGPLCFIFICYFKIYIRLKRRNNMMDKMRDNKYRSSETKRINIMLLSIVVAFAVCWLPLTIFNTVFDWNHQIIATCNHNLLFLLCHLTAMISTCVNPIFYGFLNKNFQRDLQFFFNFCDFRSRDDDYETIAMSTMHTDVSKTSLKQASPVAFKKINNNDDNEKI
# RBBP9 inh = human RBBP9 hydrolase inhibition; recombinant RBBP9, FP-Rh probe fluorescence polarization; inhibition, % at 7.94 µM; O75884; 220,000 compounds, 0.2% hits;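 active = inhibition above the campaign mean of all tested compounds plus 3 SD, cut at about 14% in these data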;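 also: plate controls were DMSO wells with RBBP9 for no effect and wells lacking RBBP9 protein for full effect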
# Target sequence (O75884 whole entry, looked up): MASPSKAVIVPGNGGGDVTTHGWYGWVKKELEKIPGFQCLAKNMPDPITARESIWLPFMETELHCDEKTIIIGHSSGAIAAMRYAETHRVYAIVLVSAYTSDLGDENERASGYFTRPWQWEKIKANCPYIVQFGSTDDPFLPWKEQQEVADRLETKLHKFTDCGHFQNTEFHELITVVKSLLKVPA
#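 Test system – recombinant human RBBP9 · Input – RBBP9 2.5 µM in dispensing solution, pre-mixing · Medium – Tris buffer pH 8.0, NaCl, Pluronic · Schedule – preincubation 30 min plus labeling 45 min at 25 °C · Measured by – fluorescence polarization · Measure – % inhibition · Controls – DMSO and no-protein wells · Replicates – one well per compound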
# MDM2 E3 inh = Mdm2 E3 ligase (human) inhibition; Q00987; cell-based MDM2 ubiquitination luciferase reporter, 2 h; 0 = plate control, 100 = twice control, blank-subtracted; signal enhancement, % at 5 µM; 210,000 compounds, 0.11% hits; AID 1230;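 active = signal enhancement of 30% or more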;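 also: luminescence tracks abundance of the self-degrading MDM2-luciferase fusion protein; higher signal means inhibition of MDM2 E3 ligase activity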
#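 system = mammalian cells stably expressing self-ubiquitinating, self-degrading MDM2 E3–luciferase fusion | quantity = 2000 cells per well seeded | incubation = 4 h cell settling then 2 h compound exposure, 37 °C | signal = SteadyLite luminescence, 15 min reagent step | benchmarks = plate control and blank wells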
# p97 inhibitor = blocks human p97 ATPase activity. P55072. recombinant p97 ATPase, Kinase-Glo ATP luminescence, 3 h. inhibition, % at 8 µM. 220,000 compounds, 0.42% hits; in the data active = inhibition above about 15%;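 also: 0% = DMSO vehicle and 100% = wells lacking enzyme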
# NPY-Y1 antag = blocks the human neuropeptide Y Y1 receptor. 200,000 compounds, 1% hits. AID 1040. P25929. HEK293-CNG Y1 cells, membrane potential fluorescence; NPY at EC95, then isoproterenol. inhibition, % at 3.6 µM;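 active = inhibition above the campaign mean inhibition of all tested compounds plus 3 SD, cut at about 20% in these data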;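 also: 0% = DMSO wells given NPY plus isoproterenol and 100% = isoproterenol alone without NPY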
#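 Test system: HEK293 cells co-expressing NPY Y1 receptor and cyclic-nucleotide gated channel; Also added: NPY (25 nM), isoproterenol (1 µM), Ro 20-1724 (25 µM); Compound dosing: one concentration, 3.6 µM, in 0.4% DMSO; Timing: dye 3 h, compound 60 min room temperature, stimulation 45 min; Technique: Membrane-potential fluorescent dye readout.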
# Runt-CBFb FRET = Runt domain-CBFb interaction inhibition; Cerulean-Runt/Venus-CBFb FRET ratio 530/480, 1 h; Q01196+Q13951; inhibition, % at 20 µM; 220,000 compounds, 0.46% hits;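 active = inhibition over about 50% at 20 µM in the single-dose screen, limit read from the data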;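 also: 0% = DMSO wells and 100% = excess unlabeled CBFb competitor control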
#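 Schedule: protein complex preformed 1 h, compound exposure 1 h, room temperature, dark; test system: Cerulean-labeled Runt domain protein; amount: 100 nM per protein; buffer or medium: Tris 50 mM pH 7.5, KCl, K2SO4, 0.01% BSA; read-out: loss of energy transfer signal; detection: FRET fluorescence; controls: 5 µM unlabeled CBFb as full-inhibition high control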
# Hck-Nef inh = human Hck-Nef kinase inhibition; Recombinant Hck-YEEI plus Nef, Z-Lyte FRET kinase assay; inhibition, % at 20 µM; 220,000 compounds, 0.68% hits; AID 463187;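 active = Hck-Nef kinase inhibition above about 50%, limit read from the data; inactive = inhibition below that limit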;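 also: 0% = DMSO with Hck plus Nef and 100% = Hck alone without Nef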
# Runt-SMMHC FRET = blocks binding of human RUNX1 Runt domain to CBFb-SMMHC; Cerulean-Runt/Venus-CBFb-SMMHC FRET ratio 530/480, 1 h; inhibition, % at 20 µM; 220,000 compounds, 0.74% hits;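 active = mean inhibition across duplicate retests at 20 µM reaching about 50%, limit read from the data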;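 also: 0% = DMSO wells and 100% = wells with excess untagged CBFb-SMMHC; inhibitors lower the FRET ratio by blocking Runt binding to CBFb-SMMHC; some results filed as inactive read as strong as hits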
# Numbers without * were called inactive; / = not tested or not shown.
SMILES,NPY2 pot ag,NPY-Y1 PAM-ag,RBBP9 inh,MDM2 E3 inh,p97 inhibitor,NPY-Y1 antag,Runt-CBFb FRET,Hck-Nef inh,Runt-SMMHC FRET
CC(C)c1ccc(NC(=O)Cc2cn(C)c3ccccc23)cc1,-4,6,-4,-5,2,-6,-3,-2,2
CN1CCN(c2ccc([N+](=O)[O-])c(Sc3nc4ccccc4[nH]3)c2)CC1,6,7,-11,-10,-5,4,2,-2,13
COc1ccccc1NC(=O)C12CCC(C)(C(=O)C1)C2(C)C (configuration not stated),-4,-13,-7,-4,2,1,-2,6,2
Cc1ccc(S(=O)(=O)Nc2cccc(Cl)c2)cc1NC(=O)c1cccnc1,-3,-15,-7,-7,-2,1,-1,24,1
Cc1cccc(CC(C)NC(=O)CCc2nnc(-c3ccccc3)o2)n1 (configuration not stated),5,-12,-5,4,1,4,-1,19,-2
O=C(N1CCCC1)C12CC3CCC(CC(C3)C1)C2,4,5,-2,-1,1,-6,-2,20,1
Cc1cccc(C)c1NC(=O)CN1N=NC2C(=O)N(c3cccc(Cl)c3)C(=O)C21 (configuration not stated),-4,20,-11,-1,6,1,-1,13,0
Cc1ccnc(NC(=O)c2cccc([N+](=O)[O-])c2C)c1,2,1,-9,-11,3,-1,1,12,-1
CC(C)(C)c1nnc(NC(=O)Nc2ccc(Cl)cc2)s1,-1,23,-7,-12,-4,/,0,8,-2
Cc1ccc(Cl)cc1N1CCN(C(=O)Cc2c(C(=O)O)[nH]c3ccc(Cl)cc23)CC1,-19,-8,3,4,-1,8,-8,-2,-7
COc1ccc(Nc2c3c(nc4ccccc24)CCCC3)cc1OC,8,20,-3,-7,1,1,/,0,-2
Cc1nnc(SCC(=O)NNC(=O)C(C)C)[nH]c1=O,3,-13,-6,-15,-4,1,2,0,-1
Cc1cc(C)c2c(c1)/C(=C/C(=O)c1ccc(Br)s1)C(=O)N2,-5,8,-5,-16,1,2,4,0,-4
CC(C)OC(=O)c1c(N)n(CCCN2CCOCC2)c2nc3ccccc3nc12,-4,-2,-7,-11,-5,3,65*,25,84*
COc1cccc(C(=O)COc2ccccc2N2C(=O)C3C4C=CC(C4)C3C2=O)c1 (configuration not stated),-11,0,2,0,0,1,-3,0,3
COC(=O)c1ccccc1-c1ccc(/C=N/Nc2nc(N3CCCC3)nc(N3CCCC3)n2)o1,-11,-8,-12,-3,4,/,0,10,3
Cc1ccc(N2CCN(C3=NC(=O)/C(=C\c4cn[nH]c4-c4ccccc4)S3)CC2)cc1,-8,-14,-14,-18,1,0,1,5,2
Nc1cc(N)nc(SCCOc2ccccc2)n1,-9,-15,-9,-16,7,3,-2,7,-4
CC(=O)c1ccc(NC(=O)CSC(C)C)cc1,-38,-3,-2,-17,3,5,-1,3,-2
O=c1[nH]c(=O)n(Cc2ccco2)c2c1C(C(F)(F)F)(C(F)(F)F)N=C(CCC1CCCCC1)N2,2,14,-4,-17,0,5,/,3,2
COc1ccc(CCNC(=O)CSc2nc3[nH]ncc3c(=O)n2-c2ccc(Cl)cc2Cl)cc1OC,1,-4,-3,-6,2,-5,-1,22,2
CN(C)c1ccc(C(C#N)c2ccccc2)nn1 (configuration not stated),-1,7,0,-6,4,3,1,5,1
O=C(O)c1cc2cccc(S(=O)(=O)N3CCOCC3)c2cc1O,3,10,-3,-17,4,-1,-13,-3,-52
NNC(=O)CSc1ncc(-c2ccccc2)[nH]1,-3,7,-6,-32,-1,1,-1,-3,0
O=C(Nc1ccccc1)N(Cc1cccs1)C1CCCC1,9,17,-10,-14,2,8,2,2,0
COc1cccc(NC(=O)C(C#N)Cc2ccncc2)c1 (configuration not stated),3,-1,-3,-31,3,-1,2,2,3
Cc1cccc(Cn2nc(C(C)(C)C)cc2C(=O)Nc2ccc(F)cc2)c1,-68,-34,-12,-11,-1,/,2,4,0
O=C(Nc1ccccc1)NC1(C(=O)N2CCN(C(=O)c3ccco3)CC2)CCCCC1,-28,-23,-1,-12,-1,4,0,1,0

# Compounds shown so far with a tert-butyl group, in the order listed:
SMILES,NPY2 pot ag,NPY-Y1 PAM-ag,RBBP9 inh,MDM2 E3 inh,p97 inhibitor,NPY-Y1 antag,Runt-CBFb FRET,Hck-Nef inh,Runt-SMMHC FRET
CC(C)(C)c1nnc(NC(=O)Nc2ccc(Cl)cc2)s1,-1,23,-7,-12,-4,/,0,8,-2
Cc1cccc(Cn2nc(C(C)(C)C)cc2C(=O)Nc2ccc(F)cc2)c1,-68,-34,-12,-11,-1,/,2,4,0

# 5 compounds already listed, arranged by the value under p97 inhibitor, falling:
smiles | NPY2 pot ag | NPY-Y1 PAM-ag | RBBP9 inh | p97 inhibitor | NPY-Y1 antag | Runt-CBFb FRET | Hck-Nef inh | Runt-SMMHC FRET
CN(C)c1ccc(C(C#N)c2ccccc2)nn1 (configuration not stated) | -1 | 7 | 0 | 4 | 3 | 1 | 5 | 1
O=C(Nc1ccccc1)N(Cc1cccs1)C1CCCC1 | 9 | 17 | -10 | 2 | 8 | 2 | 2 | 0
Cc1ccc(N2CCN(C3=NC(=O)/C(=C\c4cn[nH]c4-c4ccccc4)S3)CC2)cc1 | -8 | -14 | -14 | 1 | 0 | 1 | 5 | 2
CC(C)(C)c1nnc(NC(=O)Nc2ccc(Cl)cc2)s1 | -1 | 23 | -7 | -4 | / | 0 | 8 | -2
CC(C)OC(=O)c1c(N)n(CCCN2CCOCC2)c2nc3ccccc3nc12 | -4 | -2 | -7 | -5 | 3 | 65* | 25 | 84*

# Screening data as filed in PubChem.

# Compounds were not picked by outcome; any-hit rate near 3.5%.
